TEAD-YAP inh: TEAD-YAP interaction inhibition, primary screen, TEAD-YAP interaction inhibitor project, luminescence, HEK-TIYL cells; inhibition, % at 9.12 µM; AID 1259422, 2018; TEAD-Gal4/YAP UAS-luciferase luminescence; actives 1.4% (n = 640,000); in the data active = inhibition above about 32%;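 also: 0% = median of test compound wells and 100% = reference inhibitor wells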
MITF primary: MITF inhibitors, primary screen, biochemical, AlphaScreen, human; Microphthalmia-associated transcription factor (Homo sapiens), O75030; AlphaScreen MITF homodimerization, bead proximity signal; inhibition, % at 2.6 µM; actives 0.91% (n = 650,000); in the data active = inhibition above about 50%;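 also: 0% = vehicle wells with protein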
Target sequence (O75030 whole entry, looked up): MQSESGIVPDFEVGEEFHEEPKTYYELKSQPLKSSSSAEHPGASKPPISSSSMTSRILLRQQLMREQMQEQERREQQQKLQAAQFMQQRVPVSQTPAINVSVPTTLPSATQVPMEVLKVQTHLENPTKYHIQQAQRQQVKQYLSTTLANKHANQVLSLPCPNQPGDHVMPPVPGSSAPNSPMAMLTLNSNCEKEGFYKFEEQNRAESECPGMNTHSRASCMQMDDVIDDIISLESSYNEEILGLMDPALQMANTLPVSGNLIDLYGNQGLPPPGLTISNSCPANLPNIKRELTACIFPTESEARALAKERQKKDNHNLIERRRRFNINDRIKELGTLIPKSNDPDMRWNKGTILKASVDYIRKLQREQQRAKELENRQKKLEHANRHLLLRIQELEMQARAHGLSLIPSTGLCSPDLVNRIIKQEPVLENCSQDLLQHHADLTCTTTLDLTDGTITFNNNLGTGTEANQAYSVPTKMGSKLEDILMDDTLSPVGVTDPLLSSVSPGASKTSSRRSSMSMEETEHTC
GPR151 ag: activators of human GPR151, primary screen, cell-based, PathHunter beta-arrestin, luminescence; PathHunter beta-arrestin GPR151 cells; activation, % at 11.2 µM; actives 1% (n = 650,000); AID 1508602, 2020; in the data active = activation above about 4.9%;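 also: 0% = median of compound wells and 100% = cells with positive control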
Target sequence (Q8TDV0 whole entry, looked up): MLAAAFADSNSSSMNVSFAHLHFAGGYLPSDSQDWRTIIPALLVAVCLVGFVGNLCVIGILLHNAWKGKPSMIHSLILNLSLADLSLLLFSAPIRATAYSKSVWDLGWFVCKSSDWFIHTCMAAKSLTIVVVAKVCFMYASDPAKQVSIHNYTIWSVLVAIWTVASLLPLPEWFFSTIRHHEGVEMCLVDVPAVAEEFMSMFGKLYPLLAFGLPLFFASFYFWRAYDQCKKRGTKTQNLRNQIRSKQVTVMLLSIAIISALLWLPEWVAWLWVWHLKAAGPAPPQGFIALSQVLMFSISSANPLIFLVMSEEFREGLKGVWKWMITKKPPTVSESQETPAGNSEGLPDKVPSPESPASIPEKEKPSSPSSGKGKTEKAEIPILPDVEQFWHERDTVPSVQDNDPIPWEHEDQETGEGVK
FBW7 activator: FBW7 E3 ligase activators, primary screen, biochemical, AlphaScreen, human; F-box/WD repeat-containing protein 7 (Homo sapiens), Q969H0; AlphaScreen FBW7–phospho-cyclin E peptide binding, activator screen; normalized activity (activation), % at 26.1 µM; actives 0.13% (n = 650,000); AID 1259310, 2017; in the data active = normalized activity above about 1.9%;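 also: purified mutant Fbw7 with reduced substrate affinity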
Starred values were filed as active, the others as inactive.

compound,TEAD-YAP inh,MITF primary,GPR151 ag,FBW7 activator
CCOc1ccc(NC(=O)C(=O)NCCN2CCN(C(=O)c3ccc(C(C)(C)C)cc3)CC2)cc1,2.0,0.3,1.2,0.0
COCCCNC(=O)c1ccc2c(c1)N(Cc1ccccc1F)C(=O)CS2,16.1,17.0,-1.0,0.2
CC(=O)Nc1ccc(Nc2cc(C)nc(-c3c(C)noc3C)n2)cc1,-1.3,6.9,-1.2,0.1
CCOC(=O)C(CCCOc1ccc(Br)cc1)C(=O)OCC,0.0,-4.5,0.5,0.6
O=C1c2ccccc2NC(c2ccc(Br)cc2)N1Cc1ccccc1 (stereo unspecified),-5.1,9.2,2.2,0.3
CC(C)N(CCNC(=O)c1cccc(-c2ccccc2)c1)C(C)C,2.2,24.6,-1.0,0.7
COc1ccc(/C=C(/NC(=O)c2ccco2)C(=O)NCCCC(=O)O)cc1,0.6,-15.1,-0.4,-0.1
COc1cccc(OCCOc2ccc(/C=C3/C(=N)N4N=C(c5ccccc5C)SC4=NC3=O)cc2)c1,-19.3,-4.6,-1.7,-0.1
CN1C(=O)CC(CC(=O)N2CCC(c3ccccc3F)C2)(c2ccccc2Cl)C1=O (stereo unspecified),-63.5,20.1,-1.2,0.6
Cc1cc(Cl)cc(C)c1OCCn1cncn1,1.7,18.5,1.7,-0.3
CCOc1ccc2ccccc2c1C1NC(=S)NC(C)=C1C(=O)N(C)C (stereo unspecified),2.2,-5.8,1.2,-0.2
COc1ccc(/C=C2\SC(=O)NC2=Nc2ccccc2)cc1,-30.8,20.1,1.4,0.0

Carrying on:
compound,TEAD-YAP inh,MITF primary,GPR151 ag,FBW7 activator
CCCSc1nnc2n(CCC)c(=O)c3ccccc3n12,-4.7,14.3,-1.3,0.0
Cn1cccc1CC(=O)N/N=C\c1ccc(O)cc1O,-9.5,6.5,-1.3,-0.6
O=C(/C=C/c1cccs1)Nc1nc2ccc([N+](=O)[O-])cc2s1,6.3,17.8,-0.9,0.7
Cc1ccccc1-c1nc(-c2ccc([N+](=O)[O-])cc2)no1,-4.5,6.9,1.1,0.0
Cc1ccc(C)c(N2C(=O)/C(=C/c3ccc(-c4cc(Cl)ccc4Cl)o3)C=C2c2ccccc2)c1,7.4,-4.1,-1.3,0.4
Cc1ccc(-c2ccc(=O)n(CC(=O)NC3CC3)n2)cc1,-7.3,4.2,0.6,-0.2
COC(=O)c1ccccc1OCCCCN1CC(C)OC(C)C1 (stereo unspecified),0.8,62.5*,0.2,0.0
O=C(N[C@H]1C[C@H]2C(=O)N3CCC[C@H]3C(=O)N2C1)c1ccc(F)c(C(F)(F)F)c1,-15.3,11.0,0.2,0.9
COC(=O)C1=C(C)NC(=S)NC1c1c(F)cccc1F (stereo unspecified),18.2,8.9,-0.8,0.1
CC(=O)N1CCC2(CC1)OCc1cc(-c3ccc(C(=O)N(C)C)cc3)ccc1O2,-3.2,20.8,0.8,0.9
COc1ccc(NC(=O)Cn2nnc(-c3ccccc3NC(=O)c3cnccn3)n2)cc1,-1.2,6.1,0.5,0.1
Cc1cc(/C=N/NC(N)=S)c(C)n1CC(F)(F)F,4.0,5.9,0.4,0.1

Retrieved by structure from the list above:
compound,TEAD-YAP inh,MITF primary,GPR151 ag,FBW7 activator
COC(=O)C1=C(C)NC(=S)NC1c1c(F)cccc1F (stereo unspecified),18.2,8.9,-0.8,0.1
Cc1ccc(-c2ccc(=O)n(CC(=O)NC3CC3)n2)cc1,-7.3,4.2,0.6,-0.2
Cc1ccc(C)c(N2C(=O)/C(=C/c3ccc(-c4cc(Cl)ccc4Cl)o3)C=C2c2ccccc2)c1,7.4,-4.1,-1.3,0.4
O=C(/C=C/c1cccs1)Nc1nc2ccc([N+](=O)[O-])cc2s1,6.3,17.8,-0.9,0.7
Cn1cccc1CC(=O)N/N=C\c1ccc(O)cc1O,-9.5,6.5,-1.3,-0.6
CCCSc1nnc2n(CCC)c(=O)c3ccccc3n12,-4.7,14.3,-1.3,0.0

Next records.
compound,TEAD-YAP inh,MITF primary,GPR151 ag,FBW7 activator
COc1ccccc1N1C[C@@H]2C[C@@H](c3ccncc3)N3CCC[C@@]23C1=O,8.0,8.9,0.2,0.2
COc1ccc(-n2cc(C(=O)N3CCOCC3)c3ccccc3c2=O)cc1,-15.3,5.4,-1.2,-0.1
Cn1c(=O)n(CC(=O)Nc2ccc(F)cc2)c(=O)c2ccccc21,14.0,10.2,1.0,0.3
COc1ccc2cc(C)c3nn(CN4CC(C)OC(C)C4)c(=O)n3c2c1 (stereo unspecified),3.9,15.5,0.4,0.1
COC(=O)c1ccc(NC(=O)CCCCCN2C(=O)c3ccccc3C2=O)cc1,13.0,-2.8,1.2,-0.1
CC(C)C(=O)c1ccc(OCCOc2ccc(C#N)cc2)cc1,-4.2,-0.7,-1.8,0.2
Cc1nc2ccccc2nc1OCC(=O)Nc1ccc2ccccc2c1,10.6,1.0,-0.8,-0.1
CNS(=O)(=O)c1cc(C(=O)OCc2cc(=O)oc3cc4c(cc23)CCC4)ccc1Cl,6.4,2.0,0.9,0.5
Cc1ccc(NC(=O)CCN2CCCCC2)cc1Br,-4.6,-6.3,0.2,0.0
CN1/C(=C/c2cccc[n+]2C)Sc2ccccc21,70.1*,-0.1,0.1,0.1
Cc1cc(C)c2c(=O)[nH]c(SCC(=O)c3ccc(F)cc3)nc2n1,-0.8,-3.6,3.2,-0.1
CSCCC(=O)N1CCCC(CCC(=O)N2CCN(c3ccccn3)CC2)C1 (stereo unspecified),-0.8,4.3,-0.4,0.0

(list continues)
compound,TEAD-YAP inh,MITF primary,GPR151 ag,FBW7 activator
Cc1sc2nc(C)n(Cc3c(F)cccc3Cl)c(=O)c2c1C,2.1,-2.5,-1.0,-0.2
COC(=O)c1c(NC(=O)C2C3CCC(C3)C2C(=O)O)sc2c1CCCCC2 (stereo unspecified),0.0,-2.6,1.5,-0.1
CC1CCCCN1C(=O)Cc1noc2ccccc12 (stereo unspecified),-3.5,12.4,0.6,0.1
CC(C)c1ccccc1NC(=O)c1ccc(Cl)cc1[N+](=O)[O-],-6.4,-4.6,-0.9,-0.4
CC(C)C(NC(=O)c1ccc2c(c1)OCO2)C(=O)NN (stereo unspecified),14.1,0.0,1.3,-0.1
COc1ccc(CN2CCc3nnc(CNC(=O)CCc4cccnc4)n3CC2)cc1,-1.1,3.5,-0.8,0.2
Cc1nc2c(c(=O)[nH]1)CCN(C(=O)C1(c3ccc(Cl)cc3)CCCC1)C2,2.5,-8.6,1.2,-0.1
CC(C)NC(=O)[C@@H]1C[C@@H](NCc2cn(C)c3ccccc23)CN1Cc1ccccc1,5.0,-0.2,-1.4,0.6
CCCCOC(=O)c1cccc(NC(=O)c2cccc(Cl)c2)c1,-6.7,15.4,-0.3,0.1
O=C(c1ccc(Cl)nc1)N1CCCCC1,-2.7,2.1,0.7,-0.1
COc1cccc(C(=O)Nc2nc3ccccc3s2)c1,-5.8,9.4,-5.8,0.0
OC(COc1ccccc1)CSc1ncn[nH]1 (stereo unspecified),-0.6,12.7,-5.3,-0.1

(cont.)
compound,TEAD-YAP inh,MITF primary,GPR151 ag,FBW7 activator
COc1cccc(CC(=O)Nc2cnc3cnc(-c4cn[nH]c4)cn23)c1,12.8,18.7,0.1,0.5
O=C(Nc1ccc2nn(-c3cccc(Cl)c3)nc2c1)c1cc(I)ccc1Cl,-3.7,14.6,-0.3,0.2
O=[N+]([O-])c1cc(S(=O)(=O)N2CCCC2)ccc1NN=C1CCCCC1,-3.6,-18.8,1.0,0.0
CCOc1ccccc1C(C(=O)NC1CCCCC1)N(C(=O)c1csnn1)C1CC1 (stereo unspecified),7.8,4.0,0.5,0.1
COc1cccc(N2CCN(CC(=O)c3c(C)[nH]c4ccccc34)CC2)c1,13.6,-7.1,-0.1,-0.1
Cc1ccc2nc(-c3ccc(F)cc3)cn2c1,93.4*,-15.5,-10.0,0.1
COc1ccc(NC(=O)CN(c2cccc(C)c2)S(C)(=O)=O)cc1Cl,1.5,2.2,1.7,0.1
CCOCCCNC(=O)CCCc1cn(C)c2ccccc12,-9.8,-1.6,-0.1,-0.1
CC(C)(C)CNc1ccc(-c2ccc(O)cc2)cn1,-29.3,20.9,-0.1,-0.2
CCOc1ccc(OCCOCCN2CC(C)OC(C)C2)cc1 (stereo unspecified),-0.1,42.2,-1.2,-0.1
COc1cccc(Nc2nn3c(=O)c4ccccc4nc3s2)c1,-38.7,0.2,2.0,-0.1
CCSc1nc2c(c(=O)n1-c1ccc(OC)c(OC)c1)SCC2,5.0,-7.5,0.5,0.2

(listing goes on)
compound,TEAD-YAP inh,MITF primary,GPR151 ag,FBW7 activator
COC(=O)C1=C(C)N(Cc2ccc(C)cc2)C(=O)/C1=C\c1ccc(F)cc1,4.7,5.0,0.3,-0.2
CN(C)CCN1C(=O)C(=O)/C(=C(\O)c2ccc(S(=O)(=O)N3CCOCC3)cc2)C1c1cccnc1 (stereo unspecified),1.6,-1.2,-0.2,-0.1
COc1ccc(C(C)=O)cc1CSc1nc2ccccc2c(=O)n1C1CCCCC1,-10.0,-14.6,1.5,-0.2
CCCCNC(=O)C(=O)c1ccccc1NC(C)=O,2.4,3.5,-1.5,-0.1
C=CCN=C1SCC(=O)N1S(=O)(=O)c1ccccc1,0.9,-6.3,-0.4,-0.3
CCCCCCc1cc2cc(-c3nc(-c4ccccc4)cs3)c(=O)oc2cc1OC(C)=O,-6.0,-0.1,0.9,0.1
CCCCCNC(=O)CSc1ccc(NC(C)=O)cc1,0.4,-1.3,4.5,-0.1
O=S(=O)(c1ccc(-c2csc(=Nc3ccccc3)n2Cc2ccc3c(c2)OCO3)cc1)N1CCOCC1,-6.4,-4.4,-1.7,-0.2
O=C(Nc1ccc(Cl)cc1[N+](=O)[O-])c1cccc([N+](=O)[O-])c1,-16.9,20.1,-0.5,-0.1
COc1cc([N+](=O)[O-])cc2onc(C3OCCO3)c12,5.8,16.4,-1.2,0.0
Cc1ccc(OCCN2CC(C)OC(C)C2)c([N+](=O)[O-])c1 (stereo unspecified),-0.6,75.6*,-1.8,0.0
COc1ccc(S(=O)(=O)N2CCN(c3ccc([N+](=O)[O-])c(NC4CC4)c3)CC2)cc1,-6.0,14.7,0.1,0.0

Continuation.
compound,TEAD-YAP inh,MITF primary,GPR151 ag,FBW7 activator
Cc1nnc(SCc2nc3sc4c(c3c(=O)[nH]2)CCCC4)n(N)c1=O,-4.4,0.0,-0.5,0.0
O=C(COc1ccc(Cl)cc1)NCCCCNC(=O)COc1ccc(Cl)cc1,-5.8,4.3,1.4,0.0
Cc1ccc(Sc2ccc(/C=C3/C(=N)N4N=C(C5CCCCC5)SC4=NC3=O)o2)cc1,2.5,-2.3,-1.5,0.2
O=[N+]([O-])c1cnc(NCCCn2ccnc2)c([N+](=O)[O-])c1,7.9,-3.5,1.7,-0.1
O=C(Nc1ccc2[nH]ncc2c1)[C@@H]1C[C@@H](O)CN1C(=O)c1ccc(F)cc1,1.5,-3.7,0.0,0.0
COc1ccccc1-n1c(O)c(N=Nc2ccc(S(=O)(=O)O)cc2)c(=O)[nH]c1=S,2.2,28.3,-0.9,0.3
COc1ccc(CCN2C(=O)CC(C(=O)Nc3ccc(Cl)cc3)SC2=Nc2ccc(F)cc2)cc1OC (stereo unspecified),-4.4,13.1,5.4*,-0.1
Cc1ccc(CNC(=O)CS(=O)Cc2nc(-c3ccccc3C)oc2C)cc1 (stereo unspecified),3.9,3.2,1.6,0.0
O=c1c(Cl)c(N2CCNCC2)cnn1-c1ccccc1,-0.8,15.2,-0.4,0.2
O=C(Nc1ccccc1Br)c1cccc([N+](=O)[O-])c1,-20.8,-1.2,1.3,-0.2
Cc1ccsc1/C=N/Nc1nc2ccccc2s1,-39.0,-2.3,0.9,-0.2
COC(=O)C1=CN(CC2CCCO2)C=C(C(=O)OC)C1c1ccc(OC)cc1OC (stereo unspecified),2.5,6.2,0.2,0.2

Additional records follow.
compound,TEAD-YAP inh,MITF primary,GPR151 ag,FBW7 activator
COc1ccc(C2C3=C(Nc4nc(N)[nH]c(=O)c42)c2ccccc2C3=O)cc1 (stereo unspecified),5.6,13.2,2.1,-0.6
Cc1cc(C=O)c(C)n1-c1sc2c(c1C#N)CCCC2,7.4,12.8,0.4,-0.1
O=C(O)c1cccc(-n2c(/C=C/c3ccc(OC(F)F)cc3)nc3cc(Cl)ccc3c2=O)c1,5.7,11.2,-0.9,0.0
COc1ccc(/C=C/C2=NC(=C\c3ccc(Cl)cc3Cl)/C(=O)O2)cc1,0.0,-0.2,-0.2,-0.1
Oc1ccccc1-c1cc(-c2ccccc2)ncn1,-16.4,0.6,0.0,-0.2
O=C(O)CCn1c2c(c3ccccc31)CCCC2,2.0,12.4,-0.4,0.1
Cc1ccc2oc(-c3cccc(NC(=O)c4ccc(Cl)cc4)c3)nc2c1,-4.3,3.4,0.6,0.3
O=C(CNC(=S)N(Cc1ccc(F)cc1)C1CCCCC1)NCc1ccccc1,2.9,9.6,-1.1,0.0
COc1ccc2cc(S(=O)(=O)c3ccc(C)c(C)c3)c(=O)oc2c1,13.0,-14.4,-2.0,-0.1
Cc1ccc(Nc2ccn3ncc(-c4cccc(O)c4)c3n2)cc1NS(C)(=O)=O,6.8,-1.0,0.2,-0.1

Assay outcomes: PubChem BioAssay, The Scripps Research Institute Molecular Screening Center
